Epigenetic derep: regulators of epigenetic silencing causing reporter derepression in mouse cells; murine LDR cells, GFP reporter derepression, 30 h; Potency, µM (series often up to 53.9 µM), inactives show at the highest dose GFP activation, most hits filed as activators; actives 0.2% (n = 280,000); AID 1865; also: potency is read from the fitted curve at half-maximal effect; % of control where 0% means no effect; nearly all actives have a fitted effect of over 60% in size
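In this reporter-derepression format, murine cells bearing a silenced integrated CMV-GFP locus incubate with test compound (30 h, 37 C), then are washed and imaged; fluorescent objects of 20–120 um count as induced cells.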
IMPase Li cell: membrane-permeable IMPase blocker, potentiated with lithium. CHO-M1 cells, IP1 TR-FRET (IP-One), carbachol + lithium. Potency, µM (titrated, usually from 59.4 µM), inactives show at the highest dose activity, negative = IMPase inhibition, actives largely listed as inhibitors. actives 0.35% (n = 210,000);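 also: IP1 builds up when IMPase is blocked and the TR-FRET signal falls; potency is read from the fitted curve at half-maximal effect; plate controls were basal vehicle for no effect and high inhibitor control for full effect; nearly all actives have a fitted effect of over 50% in size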
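Readout is a homogeneous TR-FRET IP1 immunoassay (Ex 320, Em 665 and 620), where raised cytosolic IP1 lowers signal. Cells were CHO-M1 treated 30 min at 37C with test compounds plus a little lithium; AC50 values came from Hill-equation fitting.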
Lamin A splicing: LMNA splicing modulation | Potency, µM (top dose mostly 46.1 µM), inactives show top-dose ratio change, negative = inhibition, hits mostly inhibitors | actives 0.01% (n = 200,000) | HeLa LMNA splicing GFP/RFP minigene ratio, 48 h | AID 1487; active = well fitted inhibition curve with a large enough effect in the signal ratio, with a control signal flat, not every such curve was filed as active; inconclusive = small, poorly fitted or top-dose-only effect, or effect the other way, or a change in a side signal; the % refers to the signal ratio; also: potency is read from the fitted curve at half-maximal effect; % is scaled to controls: 0 for no effect and ±100 for the full control effect
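Read-out is the ratio of GFP to DsRed2 object intensity, acquired by 488 nm laser-scanning cytometry on HeLa lamin A-EGFP minigene reporter cells. Compound incubation 48 hrs at 37 °C in Opti-MEM with 2% FBS; DMSO 0.5% final.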
CBFb RUNX1 block: blocks binding between human CBF-beta and RUNX1; AlphaScreen CBFb-His/RUNX1-biotin binding, biochemical; Q01196+Q13951; Potency, µM (highest dose often 59.8 µM), for the others: at the top dose activity, negative = inhibition, actives largely listed as inhibitors; 230,000 tested, under 10 active; also: % of control where 0% means no effect
Target sequence (Q01196 whole entry, looked up): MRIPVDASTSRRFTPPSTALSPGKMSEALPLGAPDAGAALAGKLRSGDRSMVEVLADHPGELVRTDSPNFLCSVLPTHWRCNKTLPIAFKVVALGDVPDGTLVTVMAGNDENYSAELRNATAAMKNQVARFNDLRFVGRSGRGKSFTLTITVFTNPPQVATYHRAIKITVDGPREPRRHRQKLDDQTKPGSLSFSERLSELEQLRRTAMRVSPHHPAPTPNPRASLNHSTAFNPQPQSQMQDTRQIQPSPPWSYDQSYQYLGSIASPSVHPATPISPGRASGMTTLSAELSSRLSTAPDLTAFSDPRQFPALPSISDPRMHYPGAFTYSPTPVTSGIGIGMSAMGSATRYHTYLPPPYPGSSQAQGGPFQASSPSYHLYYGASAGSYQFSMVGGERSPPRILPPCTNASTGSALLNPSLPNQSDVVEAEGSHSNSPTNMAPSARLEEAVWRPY
Target sequence (Q13951 whole entry, looked up): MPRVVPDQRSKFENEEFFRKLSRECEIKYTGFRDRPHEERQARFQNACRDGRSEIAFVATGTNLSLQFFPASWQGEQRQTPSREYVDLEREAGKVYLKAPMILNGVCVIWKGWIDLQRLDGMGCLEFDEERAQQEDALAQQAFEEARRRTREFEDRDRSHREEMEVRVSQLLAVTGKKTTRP
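AlphaScreen binding: CBFb-His and RUNX1-biotin (30 nM each) preincubated 20 min, compound added for 15 min, then nickel and streptavidin beads for 90 min, all at room temperature. Disruption of the interaction by any mechanism counts as activity.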
NPSR antag: antagonists of human neuropeptide S receptor cAMP signaling | CHO-NPSR cells, cAMP TR-FRET, antagonist mode | Potency, µM (titrated, usually from 38.3 µM), for inactives: top-dose activity change, negative = inhibition, hits mostly inhibitors | actives 1% (n = 220,000); also: potency is read from the fitted curve at half-maximal effect; % is scaled to controls: 0 for no effect and ±100 for the full control effect; nearly all actives have a fitted effect of over 50% in size; many of its hits are not listed in these tables
Target sequence (Q6W5P4 whole entry, looked up): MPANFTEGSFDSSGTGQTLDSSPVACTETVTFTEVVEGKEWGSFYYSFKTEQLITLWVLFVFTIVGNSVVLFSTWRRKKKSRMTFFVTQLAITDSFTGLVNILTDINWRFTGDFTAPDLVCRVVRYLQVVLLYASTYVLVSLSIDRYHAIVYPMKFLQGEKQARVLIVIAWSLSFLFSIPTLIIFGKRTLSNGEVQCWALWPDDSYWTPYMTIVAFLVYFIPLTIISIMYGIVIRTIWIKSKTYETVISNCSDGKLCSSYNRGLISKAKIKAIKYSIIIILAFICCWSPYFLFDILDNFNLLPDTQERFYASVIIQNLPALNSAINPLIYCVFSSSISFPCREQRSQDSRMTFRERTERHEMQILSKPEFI
HttQ103 aggreg: inhibitors of mutant huntingtin aggregate formation in PC12 cells; AID 1688; PC12 HttQ103-GFP aggregates, Acumen cytometry, 40 h; actives 1.1% (n = 220,000); Potency, µM (series often up to 46.1 µM), without a hit: at the top dose activity change, negative = inhibition, usual class: inhibitors; also: potency is read from the fitted curve at half-maximal effect; % is scaled to controls: 0 for no effect and ±100 for the full control effect; nearly all actives have a fitted effect of over 60% in size
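Steps: seed 1500 PC12 HTTQ103-GFP cells/well; add tebufenozide, 100 nM final; add compound titration; add ATPLite reagent; quantify GFP aggregates by laser scanning cytometry.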
KinaseGlo FLuc: blocks Kinase-Glo luciferase, a counter-screen artifact | Q27757 | Kinase-Glo luciferase, ATP luminescence, 8 min | Potency, µM (series often up to 38.3 µM), for the others: at the top dose activity change, negative = inhibition, usual class: inhibitors | actives 0.28% (n = 200,000); also: potency is read from the fitted curve at half-maximal effect; % is scaled to controls: 0 for no effect and ±100 for the full control effect; nearly all actives have a fitted effect of over 60% in size
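Substrate mix (final 50 mM imidazole pH 7.2, 50 mM KCl, 7 mM MgCl2, 10 uM ATP, 0.01% Tween 20, 0.05% BSA) plus pin-tool compound, then Kinase-Glo detection mix; 8 min ambient, luminescence read.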
Active calls of the source: *; ? = inconclusive; · = no result given; & = joins results of further samples; [ ] = dose if it differs, or a comment. Unless noted, calls follow the shape of the dose curve; as a rule, active = well fitted curve in the direction sought with a large enough effect; inconclusive = small, poorly fitted or top-dose-only effect, or another doubt; inactive = no such curve, though single readings can be large; an effect the other way counts as inactive or inconclusive. This is a subset, so the mix of outcomes need not match the whole.

Every second line gives: Epigenetic derep, IMPase Li cell, Lamin A splicing, CBFb RUNX1 block, NPSR antag, HttQ103 aggreg, KinaseGlo FLuc
- O=C1CC(Nc2ccc(N3CCOCC3)cc2)C(=O)N1c1cccc(C(F)(F)F)c1 (configuration not stated)
  0.0%, 57%[activator][38.3 µM], -9%, -24%, -21%[46.1 µM], 27%, 3%
- c1ccc(CN2CCC3(CCc4ccccc43)CC2)cc1
  3.2%&0.5%, 22%&22%, ·, 28%, ·, ·, 1%
- O=C(CCC1CCCCC1)NCc1ccccn1
  0.9%, 10%, 6%, -8%, 17%, -16%, -2%
- O=C1N=c2ccc(Br)cc2=C1c1sc(=S)n(NS(=O)(=O)c2ccccc2)c1O
  -0.3%, 7%, -2%[46 µM], 18%, -44%, 9%, -5%
- Cc1ccc(N2CCN(c3cc(C)nc4c5c(C)cc(C)nc5nn34)CC2)cc1
  -2.6%, 4%[38.3 µM], -3%, 3%, -5%[46.1 µM], -5%, 2%
- NS(=O)(=O)c1ccc(-c2ccc(/C=N/Nc3ccc(C(=O)O)cc3)o2)cc1
  -1.3%, ·, ·, -2%, -10%, 0%[9.22 µM], ·
- CCOc1cc(C(=O)NC)cc(Br)c1OC
  -0.9%[10.1 µM], 5%, ?, -1%, 10%, -5%[9.22 µM], -1%
- Cc1ccc(S(=O)(=O)C(C#N)c2nc3ccccc3nc2N2CCN(C)CC2)cc1C (configuration not stated)
  1.6%, 1%[38.3 µM], 2%, 5%, -16%[46.1 µM], ?, -4%
- O=c1[nH]c(Nc2ccc3c(c2)OCCO3)nnc1Cc1ccccc1
  ?, 0%, -4%[46 µM], -2%, -3%, -12%, -3%
- O=C(CSc1ncnc2sc3c(c12)CCCC3)c1ccco1
  0.9%, -6%[38.3 µM], ?, -12%, -26%[46.1 µM], ?, -7%
- CCOc1ccccc1-n1nnnc1SCC(=O)NC(=O)Nc1ccc2c(c1)OCCO2
  -11%, 22%[38.3 µM], -19%, -7%, ?, 27%, -2%
- C/C=C\C=C\C(=O)N1CC2(CC(c3cccc(NC(=O)/C(C)=C\C)c3)=NO2)C[C@H]1C(N)=O (some centres not stated)
  0.9%, ·, ·, -17%, 22%, -31%[9.22 µM], ·
- Cc1ccc(S(=O)(=O)N2CCN(c3cnn(C)c(=O)c3Cl)CC2)cc1
  0.0%, 8%, -1%[46 µM], 2%, -8%, -5%, -2%
- COC(=O)c1sccc1NC(=S)N1CCN(c2cccc(C)c2C)CC1
  0.0%, -4%, ?, 15%, -17%, -9%, 2%
- CCN(CC)C(=O)CSc1ccc(C(F)(F)F)cc1[N+](=O)[O-]
  -0.9%, 2%, 6%, -3%, 3%, -3%, -1%
- CCOc1ccc(N/C(=C(/C(Cl)=C(Cl)Cl)[N+](=O)[O-])n2cncn2)cc1
  -4.6%, -19%[38.3 µM], -3%, -4%, -5%[46.1 µM], 4%[9.22 µM], 2%
- O=C(CNC(=O)c1cccs1)NCCN1CCC(Cc2ccccc2)CC1
  0.0%, 6%, 1%, 3%, 4%[46.1 µM], 2%, -1%
- CCN(CC)S(=O)(=O)c1cccc(NC(=O)CN2C(=O)c3ccc([N+](=O)[O-])cc3C2=O)c1
  -1.1%, -1%, 3%, -7%, 8%, -13%, 1%
- CCC(=O)c1ccc(OCc2ccc(C(=O)OC)cc2)c(OC)c1
  -0.9%, -1%[38.3 µM], 15%, 8%, -23%[46.1 µM], -2%, -2%
- CC(NC(=O)COc1ccc(Oc2ccccc2)cc1)C(=O)O (configuration not stated)
  -0.7%, -5%[38.3 µM], 1%, -1%, 6%[46.1 µM], 4%, -2%
- COc1cccc(-c2cc(C(=O)Nc3cc(C)n(Cc4ccc(Cl)cc4)n3)no2)c1
  -4.8%, 14%[38.3 µM], ?, 15%, -14%[46.1 µM], -21%, 0%
- O=C(CSc1ncnc2ccccc12)NCCc1ccccc1
  3.2%, -12%, ·, 13%, -18%, 7%, -5%
- Cc1nnc(SCc2ccc([N+](=O)[O-])cc2)o1
  1.1%, 0%, ·, -1%, -6%, -20%[9.22 µM], 0%
- O=[N+]([O-])c1cc(Br)cc(/C=N/n2cnnc2)c1O
  -0.6%, -5%, ·, 3%, -19%, ?, -5%
- Cc1cnc(NC(=O)CN2C(=O)C3CC=CCC3C2=O)s1 (configuration not stated)
  -3.0%, -6%[38.3 µM], 6%, -7%, 0%[46.1 µM], 29%, 2%
- O=C(O)C1C2C=CC(C2)C1C(=O)Nc1ccc(C(=O)N2CCCCC2)cc1 (configuration not stated)
  -3.0%, 15%[38.3 µM], 1%, 10%, 4%[46.1 µM], -5%, 1%
- Cc1ccccc1NC(=O)NCCc1nc2ccccc2[nH]1
  -1.1%, 11%[38.3 µM], 0%, 1%, -8%[46.1 µM], -5%, 2%
- Cc1cc(N/N=C/c2cccc(Br)c2)nc2ccccc12
  0.0%, 15%, ?, ?, -49%, -15%, -3%
- COc1cccc(C2=CC(c3ccccc3)n3nnnc3N2)c1 (configuration not stated)
  0.0%, -2%[38.3 µM], -5%, -2%, -15%[46.1 µM], -1%, -4%
- Cn1c(=O)c2c(nc(NCc3cccnc3)n2Cc2cccc(C(F)(F)F)c2)n(C)c1=O
  -1.0%, 39%[activator][38.3 µM], -20%, 2%, -1%[46.1 µM], 4%, 3%
- COC(=O)C1=C(C)N(c2cc(C)cc(C)c2)/C(=C/c2ccco2)C1=O
  5.3%, 13%, -13%[46 µM], ?, -58%, -6%, -2%
- N#CNC(=Nc1ccc(F)cc1)SCc1ccccc1
  -2.0%, 8%, -9%, 5%, 13%, 4%, 2%
- Cn1nc(C(=O)OCC(=O)Nc2sccc2C(N)=O)c2ccccc2c1=O
  0.0%, ·, 8%[46 µM], -3%, -5%, 3%[9.22 µM], ·
- Cn1c(=O)[nH]c(=O)c2c1nc(N1CCOCC1)n2CCN1CCOCC1
  1.1%, 6%[38.3 µM], 1%, 0%, -6%[46.1 µM], 5%, 0%
- CC(C)[C@H](NC(=O)c1ccco1)C(=O)OCC(=O)N1CCc2ccccc21
  -2.9%, -3%[38.3 µM], 1%, 12%, -10%[46.1 µM], 7%, -5%
- CC(C)(C)c1ccc(Cn2ccc(-c3ccc4c(c3)OCO4)n2)cc1
  6.0%, 16%[38.3 µM], 6%, -6%, ?, ?, -3%
- N/C(=N\OC(=O)c1ccc2c(c1)OCO2)c1cccc([N+](=O)[O-])c1
  1.0%, -6%, -7%[46 µM], 1%, -2%, ·, -23%
- C/C(=N\Nc1cc(-c2ccccc2)nc(-c2ccccc2)n1)c1ccc(O)c(C)c1
  0.0%, 1%, -26%, -5%, -37%, 1%, 2%
- Cc1nnc(SCCn2c(N3CCC(C)CC3)nc3c2c(=O)[nH]c(=O)n3C)s1
  0.8%, -6%[38.3 µM], 18%, -9%, -6%[46.1 µM], 31%, -3%
- Cc1ccccc1NC(=O)c1onc2c1CCCC2
  -5.4%, 2%[38.3 µM], ?, 0%, -12%[46.1 µM], ?, ?
- O=c1[nH]c(SCc2ccc(F)cc2Cl)nc2ccccc12
  -3.2%, 14%, 32%[46 µM], -1%, -9%, -16%, -1%
- O=C(CNC1CCCCCC1)Nc1ccc(S(=O)(=O)NC2CC2)cc1
  -0.4%, 57%[activator][38.3 µM], -11%, 17%, -4%[46.1 µM], -5%, 6%
- CN1CCCCc2c1nc1c(c2N)CCCC1
  3.8%, 24%[38.3 µM], ?, 3%, 1%[46.1 µM], -15%, -3%
- O=[N+]([O-])c1ccc(N/N=C/c2cn(-c3ccccc3)nc2-c2ccccc2)cc1
  2.9%, -6%[38.3 µM], ?, -1%, -20%[46.1 µM], 3%, ?
- Cn1nc(Oc2ncc(C(F)(F)F)cc2Cl)cc1C(F)(F)F
  -0.3%, 0%, -3%[46 µM], 2%, -2%, 1%, -2%
- COc1ccc(CCNC(=O)C(=O)NCc2ccccc2C)cc1OC
  1.2%, 3%, ?, 4%, 0%, -13%, -1%
- CC(=O)N(CN1C(=O)C2CC=CCC2C1=O)c1cccc(Cl)c1 (configuration not stated)
  -5.7%, ·, -1%, 3%, -6%[46.1 µM], 16%, ·
- c1ccc(-c2csc(-c3cccnc3)n2)cc1
  3.3%, -1%, 8%[46 µM], 8%, 7%, -9%[9.22 µM], 1%
- CCOC(=O)C(/C(C)=N/NC(=O)C1CC1c1ccccc1)C(C)C (configuration not stated)
  -0.9%, 3%, -9%, 4%, 8%, -7%, -1%
- O=c1c(Sc2ccccc2)c(C(F)(F)F)[nH]n1-c1ccccc1
  -1.2%, 6%[38.3 µM], ?, -3%, -1%[46.1 µM], 9%[9.22 µM], 6%
- COc1ccc(-c2nn(CCC#N)cc2C=C(C#N)C#N)cc1
  3.1%, ·, ·, -1%, -15%, -7%[9.22 µM], ·
- O=C(CC(=O)N/N=C/c1ccc(F)cc1)N/N=C/c1ccc(F)cc1
  2.9%, ·, ·, 5%, 1%, 40%[9.22 µM], ·
- Cc1ccc(Cn2nnc(C(=O)Nc3cccc(C)c3C)c2N)cc1
  -0.8%, 2%[38.3 µM], 11%, 6%, -19%[46.1 µM], -7%, 3%
- CCOC(=O)C1CCN(C(=O)CC(NS(=O)(=O)c2ccc(OC)cc2)C(C)C)CC1 (configuration not stated)
  -2.1%, 3%[38.3 µM], 4%, 0%, -8%[46.1 µM], 8%, 2%
- Cc1cc(C)cc(NC(=O)Oc2ccccc2N2CCCCC2)c1
  -1.1%, ·, ·, 3%, 0%, ?, ·
- COc1ccc(C(=O)CSc2nc(C(C)(C)C)nc3ccccc23)cc1
  0.0%, 11%, 18%[46 µM], 29%, 37%, 8%[9.22 µM], -3%
- CCOC(=O)CSc1nc(=O)n2cccc(C)c2n1
  0.0%, -5%, ·, 1%, 11%, 8%, -3%
- COc1cc(C2C3C(=O)N(c4ccccc4)C(=O)C3ON2c2ccccc2)ccc1O (configuration not stated)
  -0.4%, -8%[38.3 µM], 5%, 3%, -18%[46.1 µM], 7%, 2%
- COc1ccc(/C=C(/C#N)S(=O)(=O)c2ccc(C)cc2)cc1
  4.2%, 26%[38.3 µM], 16%, -5%, -13%[46.1 µM], -9%, -2%
- C=CCn1c(Cc2c(C)[nH]c3ccccc23)nnc1SCC(=O)NCc1ccc(F)cc1
  -1.0%, 0%, -9%, -5%, -17%[46.1 µM], 4%, -2%
- COC(=O)c1ccc2c(=O)n(CCCCCC(=O)NCCNC(C)=O)c(=O)[nH]c2c1
  -1.4%, 4%, 11%[46 µM], 9%, 1%, -7%, -1%
- COc1cccc([C@@H]2Oc3ccc(OC)cc3C(=O)[C@H]2OC(=O)Nc2cc(OC)c(OC)c(OC)c2)c1
  0.0%&0.0%, -6%&8%, ?, -1%&-7%, -31%, -7%, 0%&1%

Screening results (PubChem)
